# TRPC4 potent: allosteric potentiators of mouse TRPC4 channel | AID 2227 | actives 0.42% (n = 310,000) | B-score at 10 µM | HEK293 TRPC4beta/mu-opioid, DAMGO EC20, Fluo-4 Ca2+ flux; stronger effect = higher value;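 active = B-score of calcium response area above 5 SD of library B-scores, with initial fluorescence ratio within 5 SD of library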;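 also: B-score of integrated fluorescence ratio over time as area under calcium response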
# HIF activator: HIF pathway transcriptional activation. U2OS HRE-luciferase reporter, luminescence; normalized: DMSO 0%, desferrioxamine 100%. activation, % at 7.5 µM (by protocol). actives 0.32% (n = 300,000);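 active = mean activation of at least 10% of the iron chelator positive control signal, with at least half of replicates also reaching 10%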
# TRPC4 inh: TRPC4 (mouse) channel inhibition; HEK293 TRPC4beta/mu-opioid, DAMGO-evoked Fluo4 calcium flux; stronger effect = lower value; B-score at 10 µM; actives 0.39% (n = 300,000);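 active = B-score over 3 SD under the library average, no early fluorescence shift, positive overall ratio signal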
#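 Assay system – HEK293 line stably carrying TRPC4beta and mu-opioid receptor · Doses – single dose · Detection – Fluo4 calcium-dye fluorescence, kinetic read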
# AI-2 QS modul: Vibrio harveyi AI-2 quorum sensing modulation | activity change, % at 7.5 µM | Vibrio harveyi JMH597 AI-2 luminescence/OD600 ratio, 9 h; stronger effect = lower value; strain lacks LuxN and CqsS sensors; 0 = neutral-control median | AID 2094 | actives 0.4% (n = 300,000); in the data active = activity change below about -75%, passing the limit was not always enough;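 also: luminescence divided by OD600 gain over 9 h not by final OD600 alone; inactives centre near 13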
# MrgX1 antag: antagonists of human MrgX1 receptor | Q96LB2 | MRGX1-HEK293 calcium flux, Fluo-4, BAM8-22 antagonism; stronger effect = lower value | actives 1.3% (n = 310,000) | B-score at 10 µM;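 active = calcium-response B-score plate-corrected more than 3 library SD below zero, starting fluorescence within 5 deviations, no agonist response on first addition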;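 also: peak minus trough fluorescence over baseline after final BAM8-22 challenge near maximal dose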
# Target sequence (Q96LB2 whole entry, looked up): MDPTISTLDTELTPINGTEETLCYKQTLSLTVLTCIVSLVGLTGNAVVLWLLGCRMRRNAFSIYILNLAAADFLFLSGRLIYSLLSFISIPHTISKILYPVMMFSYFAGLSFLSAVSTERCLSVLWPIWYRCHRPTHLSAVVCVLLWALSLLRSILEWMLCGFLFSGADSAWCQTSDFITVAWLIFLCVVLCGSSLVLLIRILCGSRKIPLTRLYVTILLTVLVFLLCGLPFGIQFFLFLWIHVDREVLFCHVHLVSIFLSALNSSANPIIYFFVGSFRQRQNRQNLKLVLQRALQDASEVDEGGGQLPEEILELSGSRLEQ
# TRPC6 inhibitor: inhibitors of mouse TRPC6 channel. HEK293-TRPC6, membrane potential dye, ACh-evoked depolarization; stronger effect = lower value. Q61143. B-score at 10 µM. actives 1.1% (n = 310,000);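 active = B-score under library mean minus 3 SD, initial fluorescence not abnormally high, positive integrated signal ratio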;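 also: B-score derived from integrated fluorescence ratio over the kinetic read; more negative B-score means stronger inhibition of depolarization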
# TRPC4 act: opens the mouse TRPC4 cation channel; HEK293 TRPC4beta/mu-opioid, Fluo4 calcium fluorescence; stronger effect = higher value; actives 0.49% (n = 310,000); B-score at 10 µM; Q9QUQ5; AID 2237;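 active = B-score above 5 SD of library B-scores, and initial fluorescence ratio not above library mean plus 5 SD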;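 also: positive B-score marks a calcium rise read as TRPC4 activation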
#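 System: HEK293 cells stably co-expressing mouse TRPC4beta and mu-opioid receptor; Schedule: Fluo4 dye loading 45 min at room temperature, 110 s recording; Detection: Fluo4 fluorescence, kinetic; Evaluation: B-scored integrated calcium fluorescence ratio; Controls: buffer (low) and maximal DAMGO (high).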
# PolyA inh: yeast polyadenylation inhibition; calls only at 12 µM; AID 1875; S. cerevisiae SKY197-pL101 polyadenylation reporter, beta-gal luminescence; efflux-impaired pdr1/pdr3 knockout yeast; score 100 = 6 SD above DMSO; actives 0.02% (n = 300,000);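 active = lowest replicate activity score at least 50, where 100 means six control SD above control mean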;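 also: yeast exposed to compound for 9 h at 30 °C; higher score means more reporter readthrough which indicates perturbed polyadenylation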
# TRPC6 act: mouse TRPC6 channel activation; Q61143; HEK293-TRPC6 membrane potential dye fluorescence; stronger effect = higher value; B-score at 10 µM; actives 0.13% (n = 310,000);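 active = B-score of the integrated fluorescence ratio above library mean plus 3 SD, and starting fluorescence ratio within library mean plus 5 SD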;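 also: higher score means more depolarization so channel activation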
# MrgX1 allo act: allosterically activates human MrgX1 receptor signaling; AID 588675; Q96LB2; MrgX1-HEK293, Fluo-4 calcium flux, FDSS; stronger effect = higher value; B-score at 10 µM; actives 0.63% (n = 310,000);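 active = plate-corrected calcium response at least 3 library SD above typical, normal starting fluorescence, not activating the receptor alone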;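 also: compound read alongside a low EC10 to EC30 dose of BAM8-22 agonist; peak minus trough fluorescence over baseline measured at the second addition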
# MrgX1 ag: agonists of human MrgX1 receptor | Q96LB2 | MrgX1-HEK293 cells, Fluo-4 calcium fluorescence, agonist mode; stronger effect = higher value | B-score at 10 µM | actives 0.44% (n = 310,000);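 active = calcium response B-score plate-corrected fluorescence ratio at least 3 library SD, with starting fluorescence B-score inside 5 SD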
#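 Test system: Stable human MrgX1 HEK293 cell line | Schedule: Overnight plating before 1 h dye loading | Read-out basis: Baseline-normalised fluorescence change ratio, B-scored | Detection: Kinetic calcium dye fluorescence, Fluo-4 NW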
# * = called active by the depositor; i = inactive; . = no result given; & = joins results of further samples. Some of the compounds tested, so the mix of outcomes need not match the whole.
SMILES,TRPC4 potent,HIF activator,TRPC4 inh,AI-2 QS modul,MrgX1 antag,TRPC6 inhibitor,TRPC4 act,PolyA inh,TRPC6 act,MrgX1 allo act,MrgX1 ag
CCC(C)NC(=O)C(=O)NCc1ccccn1 (configuration not stated),i,0.1,i,10,i,i,i,i,i,i,i
O=S(=O)(Nc1nc2ccccc2nc1-[n+]1ccccc1)c1ccc(Cl)cc1,i,-0.1,i,25,i,i,i,i,i,i,i
CCOC(=O)CNC(=O)N1CCCC(Cc2ccccc2)(C(=O)OCC)C1 (configuration not stated),i,0.2,i,19,i,i,i,i,i,i,i
O=C(c1ccccc1)c1ccncc1,i,0.2,i,14,i,i,i,i,i,i,i
O=C(CCC(=O)Nc1ccccc1)N/N=C/c1cccnc1,i,-0.1,i,18,i,i,i,i,i,i,i
O=C(O)C(NC(=O)c1ccccc1)=C(Cl)Cl,i,-0.9,i,19,i,i,i,i,i,i,i
CC(C)C[C@H](NC(=O)OC(C)(C)C)c1n[nH]c(=S)n1N,i,-0.5,i,25,i,i,i,i,i,i,i
COc1ccc(C(=O)NCC(=O)OCC(=O)N2CCN(S(=O)(=O)c3ccccc3)CC2)cc1,i,-0.3,i,22,i,i,i,i,i,i,i
CCOc1ccc(-c2ncncc2-c2ccc(OC)c(OC)c2)c(O)c1,i,-1.5,i,8,i,i,i,i,i,i,i
COC(=O)N1C(=O)[C@@](CC(C)C)(c2ccccc2)N1C(=O)OC,i,1.3,i,14,i,i,i,i,i,i,i
Cc1ccc(C)c(/C(O)=C2\C(=O)C(=O)N(CCCn3ccnc3)C2c2cccnc2)c1 (configuration not stated),i,-0.1,i,13,i,i,i,i,i,i,i
Cc1cccc(C)c1NC(=O)C(c1ccccc1)N1CCC2(CC1)OCCO2 (configuration not stated),i,0.3,i,13,i,i,i,i,i,i,i
O=C(O)c1cc(NCc2ccccc2)ccc1N1CCOCC1,i,-0.1,i,16,i,i,i,i,i,i,i
CC(=O)c1cccc(NC(=O)C2CCN(S(=O)(=O)c3cccs3)CC2)c1,i,-0.1,i,10,i,i,i,i,i,i,i
CCOc1cc(CN2CCSCC2)ccc1O,i,-0.1,i,11,i,i,i,i,i,i,i
CCCSC1=C(C#N)C(c2ccc(OC)cc2)C2=C(CC(C)(C)CC2=O)N1 (configuration not stated),i,1.4,i,37,i,i,i,i,i,i,i
CN(C(=O)COC(=O)Cn1c(C(F)(F)F)nc2ccccc21)c1c(N)n(Cc2ccccc2)c(=O)[nH]c1=O,i,0.1,i,16,i,i,i,i,i,i,i
c1ccc(CC2CCN(c3nnnn3-c3ccccc3)CC2)cc1,i,0.2,i,-12,i,i,i,.,i,i,i
O=C(NC12CC3CC(CC(C3)C1)C2)c1ccc(S(=O)(=O)N2CCOCC2)cc1,i,-0.5,i,-2,i,i,i,i,i,i,i
Oc1cccc(C(Nc2nccs2)c2ccc3cccnc3c2O)c1 (configuration not stated),i,35*,i,-85*,i,i,i,i,i,i,i
CCOc1ccc(CCNS(=O)(=O)c2cccc3nsnc23)cc1OCC,i,-0.1,i,30,i,i,i,i,i,i,i
O=C(N/N=C/c1ccco1)c1ccc2nc[nH]c2c1,i,-0.4,i,-1,i,i,i,i,i,i,i
CCN1C(=O)/C(=C2\C=Cc3ccccc3N2CC)OC1=S,i,.,i,11,i,i,i,i,i,i,i
Cc1ccc(NC(=O)CN2C(=O)NC(C)(CCc3ccccc3)C2=O)cc1 (configuration not stated),i,-0.6,i,16,i,i,i,i,i,i,i
CC(=O)Nc1ccc(S(=O)(=O)N2CCN(c3nc(C)cc(C)n3)CC2)cc1,i,-1.4,i,6,i,i,i,.,i,i,i
Cc1nn(CC(=O)N2N=C(C(F)F)CC2(O)C(F)F)c(C)c1[N+](=O)[O-] (configuration not stated),i,-0.1,i,26,i,i,i,i,i,i,i
O=C1NC2(CCCC2)C(=O)N1CCS(=O)(=O)Oc1ccccc1,i,0.1,i,10,i,i,i,i,i,i,i
C=CCSC1=Nc2sccc2C2=NC(=O)CN12,i,0.0,i,4,i,i,i,i,i,i,i
O=C(N[C@@H](c1ccccc1)[C@@H]1C[C@H]1C(=O)NCc1ccccn1)OCc1ccccc1,i,0.0,i,13,i,i,i,i,i,i,i
O=c1c2ccccc2[nH]c(=S)n1CCN1CCCC1,i,-0.2,i,9,i,i,i,i,i,i,i
CCC(C)Sc1nnc(NC(=O)C2CCN(C(=O)c3ccco3)CC2)s1 (configuration not stated),i,0.5,i,25,i,i,i,i,i,i,i
O=C(Nc1ccc2c(c1)OCO2)c1ccc2c(c1)OCO2,i,0.3,i,23,i,i,i,i,i,i,i
CC(C)[C@@H](C(=O)N1CCCC1)N1C(=O)N2CCc3c([nH]c4ccccc34)[C@@]2(C)C1=O,i,0.0,i,7,i,i,i,i,i,i,i
c1ccc(-c2nc3ccccc3s2)nc1,i,1.8&0.1,i,4&20,i,i,i,i,i,i,i
COc1cc(C(=O)NCC2CCCCC2)cc(OC)c1OC,i,-0.2,i,33,i,i,i,i,i,i,i
COc1ccc(C(C(=O)NCC2CCCO2)N(C(=O)CNC(=O)c2cccs2)c2ccccc2)cc1OC (configuration not stated),i,0.0,i,7,i,i,i,i,i,i,i
COC(=O)c1c(NC(=O)CN2CCC(C(N)=O)CC2)c2c(C)cccc2n1C,i,-0.5,i,-2,i,i,i,i,i,i,i
Cc1nnc(SCc2cc(=O)oc3cc(O)ccc23)n1Cc1ccccc1,i,-0.2,i,17,i,i,i,i,i,i,i
COc1ccc(C(=O)Nc2cc(OC)c(Cl)cc2Cl)cc1,i,0.7,i,20,i,i,i,i,i,i,i
O=C(O)c1cnc(-c2ccccc2)nc1Sc1ccc(Cl)cc1,i,-0.3,i,11,i,i,i,i,i,i,i
C/C=C\C(=O)Nc1cccc(C2=NOC3(C2)C[C@@H](C(N)=O)N(C(=O)CCCCC)C3)c1 (some centres not stated),i,0.3,i,9,i,i,i,i,i,i,i
CNc1cc([N+](=O)[O-])ccc1N/C=C/C(=O)c1ccc2c(c1)OCO2,i,-2.0,i,-7,i,i,i,i,i,i,i
O=C(COC(=O)c1cc(-c2ccccn2)nc2ccccc12)Nc1ncc(C(F)(F)F)cc1Cl,i,-0.4,i,5,i,i,i,i,i,i,i
CC(C)(C)C(=O)N1N=C(c2cccc(NS(C)(=O)=O)c2)CC1c1cccs1 (configuration not stated),i,0.1,i,22,i,i,i,i,i,i,i
COc1ccc(CN(C)CCc2ccccn2)cc1OC,i,0.0,i,10,i,i,i,i,i,i,i
Cn1c(=O)c2c(SCC(=O)N3CCCc4ccccc43)nc(CC(C)(C)C)nc2n(C)c1=O,i,-0.3,i,-3,i,i,i,i,i,i,i
CC12COC3(P(=O)(c4ccccc4)c4ccccc4)CC1CCC23CP(=O)(c1ccccc1)c1ccccc1 (configuration not stated),i,-0.3,i,25,i,i,i,i,i,i,i
O=C(NN=C1c2ccccc2-c2ccccc21)c1ccccc1,i,-0.3,i,24,i,i,i,i,i,i,i
COc1cc(NC(=O)Cc2ccccc2)c(C(=O)O)cc1OC,i,0.0,i,27,i,i,i,i,i,i,i
Cc1ccc(CN2CCN(CC(=O)NCc3ccc(Cl)cc3)C2=O)cc1,i,-0.4,i,37,i,i,i,i,i,i,i
O=C(c1ccccc1)c1c[nH]c2ccccc12,i,0.9,i,15,i,i,i,i,i,i,i
COc1ccc(C(=O)NC(Nc2ccc(C)cc2)C(Cl)(Cl)Cl)cc1 (configuration not stated),i,-1.5,i,51,i,i,i,i,i,i,i
COc1ccc(OC)c(C2CC(=O)C3=C(C2)NC(=O)CC3c2ccc(O)c(OC)c2)c1 (configuration not stated),i,-0.4,i,18,i,i,i,i,i,i,i
CC1Cc2ccccc2N1C(=O)CSc1nnc(N)s1 (configuration not stated),i,0.4,i,-2,i,i,i,i,i,i,i
CC(CN1CCOCC1)OC(=O)C1COc2ccccc2O1 (configuration not stated),i,-0.5,i,28,i,i,i,i,i,i,i
COc1ccc(NC(=O)CN(C2CCCCC2)S(C)(=O)=O)cc1OC,i,-51,i,1,i,i,i,i,i,i,i
COc1ccc(C(c2sc3ncnn3c2O)N2CC(C)OC(C)C2)cc1OC (configuration not stated),i,1.0,i,21,i,i,i,i,i,i,i
CCn1ccnc1CN(C)C(=O)C1CCC(=O)N(Cc2cccc(C(F)(F)F)c2)C1 (configuration not stated),i,-0.6,i,-15,i,i,i,i,i,i,i
O=C1CN(C(=O)CSc2nncs2)c2ccccc2N1,i,0.0,i,2,i,i,i,i,i,i,i
C=C1CCN([C@@H](C)C(=O)OCc2ccc(C)cc2)S(=O)(=O)c2ccccc21,i,0.0,i,12,i,i,i,i,i,i,i

# New compounds follow.
SMILES,TRPC4 potent,HIF activator,TRPC4 inh,AI-2 QS modul,MrgX1 antag,TRPC6 inhibitor,TRPC4 act,PolyA inh,TRPC6 act,MrgX1 allo act,MrgX1 ag
CCn1c(=O)c(C(=O)Nc2ccccc2C)c(O)c2ccccc21,i,0.2,i,10,i,i,i,i,i,i,i
O=C(NC1CCN(S(=O)(=O)c2ccc(F)cc2)CC1)c1ccco1,i,-0.5,i,18,i,i,i,i,i,i,i
COc1ccc(N(CC(=O)N/N=C/c2cc(OC)ccc2OC)S(=O)(=O)c2ccccc2)cc1,i,-1.0,i,17,i,i,i,i,i,i,i
Cn1c(N)c(Sc2ccc(F)cc2)c(=O)n(C)c1=O,i,-0.2,i,30,i,i,i,i,i,i,i
COC(=O)c1cc(Cl)c(NC(=O)/C=C/c2ccc(Cl)cc2Cl)cc1OC,i,-0.1,i,4,i,i,i,i,i,i,i
